ADAM10 inh = ADAM10 inhibition, QFRET primary screen | O14672 | recombinant ADAM10, EDANS/DABCYL FRET peptide cleavage, 3 h | inhibition, % at 7 µM | hit rate 0.62% among 370,000 | AID 720582;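 active = inhibition above a per-campaign cutoff equal to the mean of compounds falling between control-based bounds plus 3 SD, cut at about 20% in these data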;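 also: 0% = DMSO wells while the 100% control is not disclosed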
ARFGAP1 inhibitor = rat ARFGAP1 inhibition | Arfgap1-stimulated ARF1 GTP hydrolysis, GDP FP detection | inhibition, % at 16.5 µM | hit rate 0.26% among 360,000 | AID 651572;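 active = inhibition above a per-plate limit, mean inhibition of low control wells plus 3 SD, cut at about 25% in these data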;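 also: 0% = DMSO wells with enzyme and 100% = wells lacking Arfgap1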
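Assay system: Rat Arfgap1 GAP domain (His6, aa 1-136), purified enzyme | Buffer or medium: HEPES 25 mM pH 7.5, NaCl 150 mM, MgCl2, DTT | Schedule: GTP hydrolysis reaction 2 h at 25 °C | Signal: FP of antibody-bound GDP Alexa 633 tracer, ex 620/em 688 nm | Measure: Percent inhibition of Arfgap1-stimulated GTP hydrolysis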
PLC-gamma1 inh = PLC-gamma1 (human) inhibition, primary screen | hit rate 0.84% among 370,000 | purified PLC-gamma1, fluorogenic substrate, fluorescence | P19174 | inhibition, % at 12.2 µM; in the data active = inhibition above about 9.5%
SIAE inh = human SIAE inhibition, primary screen; SIAE FP-Rh probe binding, fluorescence polarization; hit rate 0.69% among 370,000; inhibition, % at 9.66 µM; Q9HAT2;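 active = inhibition above a cutoff: mean of compounds within the control limits plus 3 SD of those, cut at about 17% in these data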;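 also: 0% = plate median of compound wells and 100% = probe without SIAE protein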
ADAM17 inh = ADAM17 inhibition, QFRET primary screen. inhibition, % at 6.95 µM. AID 720648. recombinant ADAM17, EDANS/DABCYL FRET peptide cleavage. P78536. hit rate 0.83% among 370,000;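 active = inhibition above the mean of compounds lying between control limits plus 3 SD, set per campaign, cut at about 8.5% in these data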;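 also: 0% = DMSO-only wells as the low control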
Target sequence (P78536 215-824 limits assumed): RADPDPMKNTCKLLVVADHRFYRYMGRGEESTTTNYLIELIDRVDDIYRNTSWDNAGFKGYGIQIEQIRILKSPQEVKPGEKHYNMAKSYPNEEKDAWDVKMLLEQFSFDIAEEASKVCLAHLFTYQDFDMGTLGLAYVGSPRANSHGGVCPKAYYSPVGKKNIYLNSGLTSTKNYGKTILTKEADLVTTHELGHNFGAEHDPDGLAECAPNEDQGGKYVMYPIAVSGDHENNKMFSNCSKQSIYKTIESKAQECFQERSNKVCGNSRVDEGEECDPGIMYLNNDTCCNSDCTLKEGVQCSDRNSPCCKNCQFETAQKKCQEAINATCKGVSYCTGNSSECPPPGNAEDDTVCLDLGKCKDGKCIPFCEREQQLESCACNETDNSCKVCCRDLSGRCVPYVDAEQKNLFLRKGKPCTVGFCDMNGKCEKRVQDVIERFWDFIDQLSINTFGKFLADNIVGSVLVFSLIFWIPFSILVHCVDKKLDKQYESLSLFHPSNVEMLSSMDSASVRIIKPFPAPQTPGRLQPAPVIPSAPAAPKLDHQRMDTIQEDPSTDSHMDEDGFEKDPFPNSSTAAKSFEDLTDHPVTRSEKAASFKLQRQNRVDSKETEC
ASAP1 GAP inh = ASAP1 ArfGAP inhibition; ASAP1-stimulated ARF1 GTP hydrolysis, GDP FP detection; hit rate 0.19% among 360,000; inhibition, % at 16.5 µM; AID 624377; Q9ULH1; in the data active = inhibition above about 25%;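 also: 0% = vehicle with enzyme and substrate and 100% = no enzyme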
Tn6 DDE FP = inhibitors of Tn6 peptide binding to human fibrin DD(E); inhibition, % at 8.3 µM; Fibrin DD(E) TRITC-Tn6 fluorescence polarization displacement; hit rate 0.21% among 370,000;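 active = inhibition above a per-campaign cutoff: mean of compounds within control limits plus 3 SD, cut at about 15% in these data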;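 also: 0% = median of all compound wells on the plate and 100% = blocking peptide control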
TDP2 inh = blocks human TDP2 phosphodiesterase activity | O95551 | inhibition, % at 12.8 µM | recombinant TDP2, T5PNP hydrolysis, p-nitrophenol absorbance 415 nm | hit rate 0.34% among 370,000;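 active = inhibition above the mean of all tested compounds plus 3 SD, set per campaign, cut at about 25% in these data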;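 also: 0% = DMSO with enzyme and 100% = buffer with substrate but no TDP2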
Target sequence (O95551 whole entry, looked up): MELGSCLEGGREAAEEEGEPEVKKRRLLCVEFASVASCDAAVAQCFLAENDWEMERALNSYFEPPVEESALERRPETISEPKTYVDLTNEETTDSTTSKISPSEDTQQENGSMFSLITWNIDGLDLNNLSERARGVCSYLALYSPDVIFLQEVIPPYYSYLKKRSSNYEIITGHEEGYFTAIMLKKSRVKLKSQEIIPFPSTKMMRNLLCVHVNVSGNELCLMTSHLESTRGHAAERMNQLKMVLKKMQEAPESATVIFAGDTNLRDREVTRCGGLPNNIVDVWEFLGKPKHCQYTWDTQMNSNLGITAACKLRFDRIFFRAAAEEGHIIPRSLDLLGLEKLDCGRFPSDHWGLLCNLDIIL
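System: recombinant human TDP2 / Amount: 120 nM TDP2 per well / Also added: 5 mM T5PNP chromogenic substrate / Doses: 12.8 µM single point, 1% DMSO / Incubation: 2 h at 37 °C / Detection: p-Nitrophenol epi absorbance / Evaluation: % inhibition relative to enzyme-containing and enzyme-free wells / Repeats: singlicate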
PLCb3 inh = PLC-beta3 (human) inhibition, primary screen; inhibition, % at 12.2 µM; Q01970; Purified PLC-beta3, fluorogenic substrate, fluorescence; hit rate 0.18% among 370,000; in the data active = inhibition above about 11%;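 also: 0% = median of compound wells on plate and 100% = full blocker control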
Tn7 DDE FP = inhibitors of Tn7 peptide binding to human fibrin DD(E) | FP displacement of FITC-Tn7 peptide from fibrin DD(E); 0% = median of compound wells per plate | inhibition, % at 8.3 µM | hit rate 0.13% among 370,000 | AID 720508;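 active = inhibition above the mean of compounds falling within the control limits plus 3 SD of them, cut at about 14% in these data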;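 also: 0% = plate median of compound wells and 100% = 10 µM Aha-Tn7 peptide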
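system = human fibrin DD(E) protein | quantity = DD(E) 2 µM final | medium = Tris/NaCl/CaCl2 buffer, pH 7.8 | also added = labelled Tn7 tracer, 0.1 µM | compound dosing = single point at 8.3 µM | timing = compound with protein 10 min, then 3 h after probe, room temperature | signal = FP measurement | benchmarks = Aha-Tn7 high control | repeats = one replicate per compound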
The depositor's hits bear a star.

ADAM10 inh,ARFGAP1 inhibitor,PLC-gamma1 inh,SIAE inh,molecule,ADAM17 inh,ASAP1 GAP inh,Tn6 DDE FP,TDP2 inh,PLCb3 inh,Tn7 DDE FP
1,5,-2,6,COCc1ccc(C(=O)N2CCCC(Nc3ccc(C(C)C)cc3)C2)o1 (stereo not drawn),-2,-7,2,18,-5,-2
6,-3,0,-1,O=C(O)CCCCCn1c(SCC(=O)N2CCCC2)nc2ccsc2c1=O,-4,2,-2,3,0,2
-4,-10,2,5,Cc1ccc(-n2nc3c(c2NC(=O)c2ccc4c(c2)OCO4)CS(=O)(=O)C3)cc1,2,-1,-5,1,-7,-2
0,3,-81,-1,Cc1cccc(C)c1Nc1c(-c2ccc(N3CCOCC3)cc2)nc2ncccn12,0,8,-4,2,-104,-6
8,-3,7,1,CCCn1c(=O)c(C(=O)Nc2ccccc2)c(O)c2ccccc21,4,-2,4,-13,8,-1
-2,8,-3,-2,CCCOc1c(Cl)cc(/C=N/O)cc1OCC,0,-14,2,-6,-3,3
-2,9,-1,0,CCOc1ccc(C(=O)NCC(=O)NCC(c2ccc(OC)cc2)N2CCOCC2)cc1OCC (stereo not drawn),-3,0,4,4,-6,1
20*,9,0,1,COc1ccc(-c2n[nH]c(C)c2-c2ccc(Cl)cc2)c(O)c1,8,12,8,-10,-1,-3

The list goes on:
ADAM10 inh,ARFGAP1 inhibitor,PLC-gamma1 inh,SIAE inh,molecule,ADAM17 inh,ASAP1 GAP inh,Tn6 DDE FP,TDP2 inh,PLCb3 inh,Tn7 DDE FP
-1,-4,3,-7,NC(=O)c1nnn(-c2ccc([N+](=O)[O-])cc2)c1-c1ccccc1,2,-3,-9,-13,-5,-1
-19,1,-4,-1,O=C(C1CCCN(S(=O)(=O)c2cccnc2)C1)N1CCN(c2ccccn2)CC1 (stereo not drawn),-7,2,8,11,-3,-9
0,5,-2,2,COc1ccc(-c2cnnc(N/N=C/c3ccc(-c4ccc([N+](=O)[O-])cc4)o3)n2)cc1,1,5,-5,1,-2,-1
4,-1,0,-7,O=C1CCC(C(=O)NC2(C(=O)NC3CCCCC3)CCCCC2)N1 (stereo not drawn),-4,0,2,-3,7,-2
-82,15,-106,1,CCCC(=O)Nc1cc2c(cc1C(C)=O)OCCO2,-23,4,-1,6,-151,-4
1,-1,-2,11,O=S(=O)(c1ccc2ccccc2c1)N1CCCCCC1,-2,9,-5,10,-2,-2
-3,-4,-3,3,COc1cccc(-c2nc(CS(=O)(=O)CC(=O)Nc3ccccc3Br)c(C)o2)c1,3,4,6,5,-9,3
3,4,3,4,CC(=O)NCCn1c(SCC(=O)Nc2ccc(C)cc2)nc2ccccc2c1=O,-2,5,4,-6,5,0

Additional results
ADAM10 inh,ARFGAP1 inhibitor,PLC-gamma1 inh,SIAE inh,molecule,ADAM17 inh,ASAP1 GAP inh,Tn6 DDE FP,TDP2 inh,PLCb3 inh,Tn7 DDE FP
-5,2,-9,7,COc1ccc(Oc2ccc(N/C=C3/CCCC3=O)cc2)cc1,1,-8,-2,-5,-10,-15
-4,-5,4,8,O=C(O)c1ccc(S(=O)(=O)c2ccccc2)s1,-3,-12,-4,4,-1,-3
-6,1,2,1,COc1ccc(-c2noc(CCC(=O)N3CCN(c4ccc(Br)cc4)CC3)n2)cc1,3,10,3,-8,3,0
-3,-3,-2,7,N#Cc1cccc(NC(=O)CN2C(=O)NC3(CCCCCC3)C2=O)c1,-1,5,0,16,-5,8
-7,7,0,0,COc1ccc(OC)c(NC(=O)CSc2nc3ccccc3c(=O)n2CCNC(C)=O)c1,-2,1,2,-5,3,5
4,-8,4,12,COc1cc2c3c(c1)c(C1=NC(=S)NC1=O)c(O)n3C(C)(C)C=C2C,-1,-19,-4,13,3,5
-4,11,2,-4,CC(C)(C)C1(O)CC(C(F)(F)F)=NN1C(=O)CCCc1ccccc1 (stereo not drawn),-4,-3,2,-7,1,1
14,0,6,6,O=C(CN1CCN(c2ccccc2O)CC1)Nc1ccccc1C(=O)NCCc1ccccc1,-2,-6,-6,-23,-18,-4

(further entries)
ADAM10 inh,ARFGAP1 inhibitor,PLC-gamma1 inh,SIAE inh,molecule,ADAM17 inh,ASAP1 GAP inh,Tn6 DDE FP,TDP2 inh,PLCb3 inh,Tn7 DDE FP
4,-3,2,6,CCc1ccc(NC(=O)c2cc(C)nn2-c2ccccc2)cc1,2,3,1,9,-1,10
-2,5,-2,0,O=C(COC(=O)c1cccc(C(F)(F)F)c1)NCc1ccc(Cl)cc1,0,-5,1,7,0,0
-3,2,0,-3,NCCOc1ccccc1OCCN,-6,-5,5,9,-2,-3
0,-2,-1,-3,COc1cccc(N2C(=O)N(c3ccccc3)C3CS(=O)(=O)CC32)c1 (stereo not drawn),-3,-6,4,0,0,5
-3,-14,-1,-1,Cc1cccc(NC(=O)c2cc(N3C(=O)CCC3=O)ccc2Cl)n1,-4,-5,-9,14,0,9
-48,6,-42,4,Cc1ccc(N2C(=O)c3ccccc3NC2(C(=O)O)c2ccccc2)cc1Cl (stereo not drawn),-18,7,-4,6,-63,-3
4,-6,-1,4,NC(=O)CC[C@H](NC(=O)OCc1ccccc1)C(=O)OCc1ccc(Cl)cc1,2,7,-1,-10,2,-2
3,1,6,3,Cc1ccc(Cn2nnc3c(=O)[nH]c(C4CCN(C(=O)c5cccs5)CC4)nc32)cc1,2,-10,-8,-19,1,-5

The results go on.
ADAM10 inh,ARFGAP1 inhibitor,PLC-gamma1 inh,SIAE inh,molecule,ADAM17 inh,ASAP1 GAP inh,Tn6 DDE FP,TDP2 inh,PLCb3 inh,Tn7 DDE FP
-1,-12,1,-5,CN1OC2C(=O)N(c3ccccc3)C(=O)C2C1c1ccc(F)cc1 (stereo not drawn),-2,-4,4,9,4,6
-11,-6,-7,1,O=C(COC(=O)CNS(=O)(=O)c1ccccc1)Nc1ncc(Cl)cc1Cl,-4,7,6,-2,-11,3
-407,-15,-40,1,Cc1ccc(-n2c(=O)c3c(c4cc(C)ccc4n3C)n(CC(=O)NCC3CCCO3)c2=O)cc1 (stereo not drawn),-99,-3,9,1,-55,2
2,1,-1,8,O=c1oc2ccccc2n1CSC1=NCCS1,-3,-5,5,2,0,11
-6,6,8,-6,Cc1ccc(OCCOC(=O)C2CCN(S(=O)(=O)c3ccc(C)c(C)c3)CC2)cc1,-7,-4,-1,-15,1,2
7,-16,-12,-18,N#CC(=C1C=CC(=NO)C(Cl)=C1)c1ccccc1,5,-11,-3,4,-21,8
0,-7,-1,-2,CC(C)(C)NC(=O)CSc1nc(O)cc(=O)n1-c1ccccc1,-3,2,-5,5,-1,1
2,6,4,-11,O=C(Nc1cc(S(=O)(=O)N2CCOCC2)ccc1Cl)c1ccc(=O)[nH]c1,-3,-7,7,-8,1,-3

Going on with the list:
ADAM10 inh,ARFGAP1 inhibitor,PLC-gamma1 inh,SIAE inh,molecule,ADAM17 inh,ASAP1 GAP inh,Tn6 DDE FP,TDP2 inh,PLCb3 inh,Tn7 DDE FP
0,-4,1,12,Cc1ccccc1NCc1nc2ccccc2n1C,-1,-1,-4,16,-3,2
1,-3,-1,2,Cc1nc(SCC(=O)NC(=O)NCc2ccco2)nc(C)c1C,-2,2,-5,-5,-5,4
4,-5,5,-11,COc1ccc(NC(=S)NC(=O)c2ccccc2Cl)cc1,3,3,0,-17,2,1
2,-8,0,4,CCOC(=O)C1(CC2CCCCO2)CCN(Cc2cc(F)ccc2-n2cccn2)CC1 (stereo not drawn),-4,6,3,-3,2,2
-2,17,-6,-3,O=c1oc(-c2cccc([N+](=O)[O-])c2)nc2ccccc12,-4,10,-3,8,-13,4
-8,10,1,2,COC(C(=O)N/N=C/c1ccc(OCC(=O)N2CCOCC2)cc1)c1ccccc1 (stereo not drawn),1,-6,-3,-11,-8,-3
-3,2,-1,2,S=C(NCCc1ccccc1)N1CCCCC1,0,-1,-1,-3,1,-3
1,3,-8,-5,CCN(CC(=O)Nc1ccc(NC(C)=O)cc1)C(=O)c1ccc(COc2ccccc2)o1,1,-1,11,-3,-3,2

The results go on.
ADAM10 inh,ARFGAP1 inhibitor,PLC-gamma1 inh,SIAE inh,molecule,ADAM17 inh,ASAP1 GAP inh,Tn6 DDE FP,TDP2 inh,PLCb3 inh,Tn7 DDE FP
-8,-8,-2,0,CC1(C)Cc2c(sc(NC(=O)C(=O)NCC3CCCO3)c2C(=O)O)CO1 (stereo not drawn),0,1,0,7,-11,1
16,-2,9,-16,C/C=C/C(=O)OCC(=O)Nc1nc2ccc(C)cc2s1,9.3*,-4,-8,-22,3,-3
0,1,0,-5,CCOC(=O)CN1CC23C=CC(O2)C(C(=O)Nc2ccc(OC)cc2OC)C3C1=O (stereo not drawn),1,-6,1,11,5,-3
0,-6,7,-3,CCCCN1CC(N2CCN(C)CC2)CS1(=O)=O (stereo not drawn),3,1,1,-11,1,3
-9,11,-4,7,COc1ccc2[nH]c3c(=O)n(CCCCC(=O)N4CCCC4)c(=S)[nH]c3c2c1,-2,7,4,3,-5,5
4,-3,-4,1,COc1ccc(S(=O)(=O)NC(C)C)cc1-n1cnnn1,-1,-1,6,-3,0,1
-7,13,-1,5,COc1ccc(OCc2cc(C(=O)N3CCSCC3)no2)c(Cl)c1,-1,-6,-1,3,-8,1
4,-1,2,0,Cn1c(=O)c2c(nc(N3CCOCC3)n2CC(=O)C23CC4CC(CC(C4)C2)C3)n(C)c1=O,0,8,-8,8,1,-8

Whole records as entered above. Screens in order: ADAM10 inh	ARFGAP1 inhibitor	PLC-gamma1 inh	SIAE inh	ADAM17 inh	ASAP1 GAP inh	Tn6 DDE FP	TDP2 inh	PLCb3 inh	Tn7 DDE FP
Listed for COc1ccc2[nH]c3c(=O)n(CCCCC(=O)N4CCCC4)c(=S)[nH]c3c2c1 → -9	11	-4	7	-2	7	4	3	-5	5
Listed for Cn1c(=O)c2c(nc(N3CCOCC3)n2CC(=O)C23CC4CC(CC(C4)C2)C3)n(C)c1=O → 4	-1	2	0	0	8	-8	8	1	-8

Compounds as they come. About 3.6% of those tested had a hit in this group.
